Kir21 block: blocks the mouse Kir2.1 inward-rectifier potassium channel; AID 1672; HEK293-Kir2.1, FluxOR thallium flux fluorescence; hits give low values; P35561; 310,000 compounds, 0.85% hits; B-score at 10 µM;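 active means fluorescence ratio B-score at or below minus 3 SD of library scores, with starting-brightness B-score within 2 SD, cut at about -4.2 in these data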;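 further: channel flux triggered by added potassium and thallium sulfate stimulus; B-score of peak minus minimum fluorescence over baseline after thallium stimulus; more negative B-score means stronger Kir2.1 block with less thallium influx; some compounds called inactive have numbers as strong as hits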
Target sequence (P35561 whole entry, looked up): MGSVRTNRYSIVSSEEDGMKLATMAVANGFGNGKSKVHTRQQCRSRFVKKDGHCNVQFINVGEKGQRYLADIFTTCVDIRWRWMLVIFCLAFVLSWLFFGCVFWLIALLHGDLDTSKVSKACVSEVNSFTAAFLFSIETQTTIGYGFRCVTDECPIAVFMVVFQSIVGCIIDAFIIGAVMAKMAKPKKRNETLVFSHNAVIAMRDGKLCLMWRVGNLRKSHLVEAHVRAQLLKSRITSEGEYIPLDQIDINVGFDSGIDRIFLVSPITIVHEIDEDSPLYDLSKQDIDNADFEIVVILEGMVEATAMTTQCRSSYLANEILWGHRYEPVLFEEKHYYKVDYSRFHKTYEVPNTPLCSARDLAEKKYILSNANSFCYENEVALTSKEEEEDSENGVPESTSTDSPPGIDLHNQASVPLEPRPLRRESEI
KCNQ2 inh: KCNQ2 potassium channel inhibitors, primary screen, cell-based, CHO-K1, FluxOR thallium flux, B-score (AID 2156) | 20 min; hits give low values | B-score at 10 µM | 310,000 compounds, 1.1% hits;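 active means fluorescence ratio B-score at most minus 3 library SDs, with starting brightness B-score within 2 library SDs, cut at about -5.5 in these data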
CHT inh: inhibitors of human choline transporter CHT; 310,000 compounds, 0.86% hits; B-score at 10 µM; AID 488975; CHT-expressing cells, membrane potential dye, choline response; hits give low values;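 active means B-score over 3 SD under the library average, and starting fluorescence ratio not unusually high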;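 further: choline stimulus applied at its EC90 after an EC20 pre-addition; B-score computed on integrated fluorescence ratio after choline addition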
Target sequence (Q9GZV3 whole entry, looked up): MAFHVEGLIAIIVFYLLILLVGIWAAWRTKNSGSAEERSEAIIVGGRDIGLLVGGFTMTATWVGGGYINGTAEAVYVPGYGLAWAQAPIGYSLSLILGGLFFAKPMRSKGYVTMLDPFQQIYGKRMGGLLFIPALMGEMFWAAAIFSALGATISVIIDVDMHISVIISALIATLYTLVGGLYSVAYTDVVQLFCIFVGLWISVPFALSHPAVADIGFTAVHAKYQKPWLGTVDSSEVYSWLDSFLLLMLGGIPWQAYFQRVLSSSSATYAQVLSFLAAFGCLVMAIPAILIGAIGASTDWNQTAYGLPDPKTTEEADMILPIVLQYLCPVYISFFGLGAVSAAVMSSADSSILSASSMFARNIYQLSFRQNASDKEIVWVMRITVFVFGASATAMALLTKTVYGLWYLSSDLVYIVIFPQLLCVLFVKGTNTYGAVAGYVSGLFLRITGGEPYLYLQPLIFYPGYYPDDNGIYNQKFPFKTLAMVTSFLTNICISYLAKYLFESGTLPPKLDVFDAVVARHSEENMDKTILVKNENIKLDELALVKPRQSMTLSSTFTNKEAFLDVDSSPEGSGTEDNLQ
The depositor's hits bear a star; i = inactive; . = no result given.

The first 13 records, ahead of the listing:
item	KCNQ2 inh	CHT inh	Kir21 block	SMILES
1	i	i	0.58	COc1cc(C(=O)NCc2ccccn2)ccc1OCc1c(C)noc1C
2	i	i	0.91	CCCCOCCCNC(=O)c1ccc(OCC)cc1
3	i	i	0.76	CCCn1c(C)cc(/C=C(\C#N)C(=O)OCC(=O)NC(=O)NC(C)(C)C)c1C
4	i	i	-0.21	COC(=O)c1c(NC(=O)COc2ccc(Cl)cc2)sc2c1CC(C)(C)NC2(C)C
5	i	i	0.56	CC(C)c1ccc(N(C(=O)c2csnn2)C(C(=O)NC(C)(C)C)c2ccncc2)cc1 (stereo unspecified)
6	i	i	-0.21	O=c1c2ccccc2nc(SCc2cn3ccsc3n2)n1-c1ccccc1F
7	i	i	-0.66	Cc1cccc(Nc2nc3ccccc3n3nnnc23)c1
8	i	i	1	Cc1cc(NC(=O)COC(=O)CCS(=O)(=O)c2ccc(C)c(C)c2)no1
9	i	i	-0.42	CCOC(=O)c1nc2ccccc2nc1C
10	i	i	0.41	O=C(CN(C1CC1)S(=O)(=O)c1ccc(S(=O)(=O)N2CCCCCC2)cc1)Nc1ccccc1
11	i	i	-2	CCOC(=O)c1ccc(NC(=O)Oc2cc(C)c(Cl)cc2C(C)C)cc1
12	i	i	-0.86	Cc1ccccc1C(=O)NC(=S)Nc1ccc(N2CCN(C(=O)c3ccccc3)CC2)cc1
13	i	i	0.46	O=C(C1CCN(S(=O)(=O)c2cccnc2)CC1)N1CCN(c2cccc(Cl)c2)CC1

All compounds of this part (from the top)
item	KCNQ2 inh	CHT inh	Kir21 block	SMILES
1	i	i	0.58	COc1cc(C(=O)NCc2ccccn2)ccc1OCc1c(C)noc1C
2	i	i	0.91	CCCCOCCCNC(=O)c1ccc(OCC)cc1
3	i	i	0.76	CCCn1c(C)cc(/C=C(\C#N)C(=O)OCC(=O)NC(=O)NC(C)(C)C)c1C
4	i	i	-0.21	COC(=O)c1c(NC(=O)COc2ccc(Cl)cc2)sc2c1CC(C)(C)NC2(C)C
5	i	i	0.56	CC(C)c1ccc(N(C(=O)c2csnn2)C(C(=O)NC(C)(C)C)c2ccncc2)cc1 (stereo unspecified)
6	i	i	-0.21	O=c1c2ccccc2nc(SCc2cn3ccsc3n2)n1-c1ccccc1F
7	i	i	-0.66	Cc1cccc(Nc2nc3ccccc3n3nnnc23)c1
8	i	i	1	Cc1cc(NC(=O)COC(=O)CCS(=O)(=O)c2ccc(C)c(C)c2)no1
9	i	i	-0.42	CCOC(=O)c1nc2ccccc2nc1C
10	i	i	0.41	O=C(CN(C1CC1)S(=O)(=O)c1ccc(S(=O)(=O)N2CCCCCC2)cc1)Nc1ccccc1
11	i	i	-2	CCOC(=O)c1ccc(NC(=O)Oc2cc(C)c(Cl)cc2C(C)C)cc1
12	i	i	-0.86	Cc1ccccc1C(=O)NC(=S)Nc1ccc(N2CCN(C(=O)c3ccccc3)CC2)cc1
13	i	i	0.46	O=C(C1CCN(S(=O)(=O)c2cccnc2)CC1)N1CCN(c2cccc(Cl)c2)CC1
14	i	i	0.17	CCCOC(=O)NC(CC)COC(=O)Nc1cc(C)ccc1C (stereo unspecified)
15	i	i	0.52	CC(C)CCNC(=O)c1ccc(CS(=O)(=O)Cc2ccccc2F)o1
16	i	i	0.8	Cc1cc(NC(=O)c2ccco2)c(=O)n(Cc2c(F)cccc2Cl)c1
17	i	i	-1.9	CS(=O)(=O)Nc1ccc(C2=NN(C(=O)c3ccco3)C(c3ccccc3)C2)cc1 (stereo unspecified)
18	i	i	-1.2	O=C(c1cccc(Oc2ccc([N+](=O)[O-])cc2Cl)c1)N1CCOCC1
19	i	i	-0.01	Cc1cc(OCCOc2cccc3cccnc23)c(C)cc1Cl
20	i	i	-0.34	O=C(c1cccc(S(=O)(=O)NCc2ccccc2)c1)N1CCCC1
21	i	i	-0.02	CCOC(=O)c1c(C)oc2ccc(NS(=O)(=O)c3ccc4c5c(cccc35)C(=O)N4)cc12
22	i	i	-0.74	CC(C#N)Sc1ncnc2sc(-c3ccccc3)cc12 (stereo unspecified)
23	i	i	0.9	Cc1ccc(NC(=O)Nc2cccc(C(F)(F)F)c2)nc1
24	i	i	0.02	N#CC1(C#N)COC23CCCCC2C1(C#N)C(=N)O3 (stereo unspecified)
25	i	i	-1.3	COc1cccc(OC)c1C(=O)N1CCN(c2ccccn2)CC1
26	i	i	-1.2	O=C(Cn1cc2c(n1)CCCCC2)N1CCc2ccccc2C1
27	i	i	3.3	CCOC(=O)CN1CC23C=CC(O2)C(C(=O)N2CCN(c4ccc(F)cc4)CC2)C3C1=O (stereo unspecified)
28	i	i	0.52	Cc1nc2ccc(NS(=O)(=O)c3c(C)c(C)cc(C)c3C)cc2s1
29	i	i	-0.28	CCOc1c2ccc(C(=O)NC3CCCc4ccccc43)cc2nn1C (stereo unspecified)
30	i	i	-0.6	Cc1cc(C)c(NC(=O)C2CCCN2C(=O)NC2CCCCC2)c(C)c1 (stereo unspecified)
31	i	i	1.2	CCOc1ccc2c(c1)OC1(CCC(C)C1)CC2=O (stereo unspecified)
32	i	i	-0.25	COc1ccc(S(=O)(=O)NC(N)=NCCc2ccc(OC)c(OC)c2)cc1C
33	i	i	0.12	COc1cc(OC)c2c(c1)S(=O)(=O)C(c1ccccc1)=C2N
34	-7.8*	i	0.69	Cc1ccc(NCc2nnc(SCC(=O)c3ccccc3)n2Cc2ccco2)c(C)c1
35	i	i	0.12	COC(=O)CCc1c(C)c(C(=O)c2ccc(F)cc2)c2ccccn12
36	i	i	-1.1	Cc1cc(NC(=O)CCC(=O)N(CC(=O)NCC2CCCO2)c2ccccc2)no1 (stereo unspecified)
37	i	i	1.7	COC(=O)c1ccc(NC(=O)N2CCC(O)(c3cccnc3)CC2)cc1
38	i	i	0.07	C/C=C/c1cc(OC)c2c(c1)[C@H](C)[C@@H](c1ccc(O)c(OC)c1)O2
39	i	i	-0.02	C=CCNC(=O)COC(=O)c1oc2ccccc2c1CSC1CCCCC1
40	i	i	2.7	Cc1cccc2c1N(CCCOc1ccc(C(C)(C)C)cc1)C(=O)C2=O
41	i	i	-3	O=P(COCCOCCOCCOCP(=O)(c1ccccc1)c1ccccc1)(c1ccccc1)c1ccccc1
42	i	i	3.1	CCOC(=O)CSc1nc2sc3c(c2c(=O)n1-c1ccc(C)cc1)CCN(C)C3
43	i	i	-2.5	Cc1ccccc1NC(=S)NC(C)C(c1ccccc1)N1CCN(C)CC1 (stereo unspecified)
44	i	i	1.4	C=CCn1c(CNC(=O)c2cccs2)n[nH]c1=S
45	i	i	-0.52	Cc1cccc(C)c1NC1=NC(=S)N(c2ccccc2)C12CCOC(C)(C)C2 (stereo unspecified)
46	i	i	-0.62	Cc1ccc(S(=O)(=O)C(CNC(=O)C(C)C)c2cccs2)cc1 (stereo unspecified)
47	i	i	0.57	CC(=O)c1ccccc1NS(=O)(=O)c1cccc2nonc12
48	i	.	0.87	COc1ccc(C(=O)NC2CC2)cc1OC1CCN(Cc2ccc(NC(C)=O)cc2)CC1
49	i	i	0.94	Cc1sc(N)c(C(=O)c2ccccc2Cl)c1C
50	i	i	-1.4	C=CCOC(=O)C1CC=CCC1C(=O)Oc1ccc(F)cc1F (stereo unspecified)
51	i	i	-2	Cc1cc(/C=N/NC(N)=O)c(C)n1C1CCCCC1
52	i	i	-0.22	CCC1CCCCN1S(=O)(=O)c1ccc2c(c1)CCN2C(C)=O (stereo unspecified)
53	i	i	-2.2	CC1(NC(=O)COc2ccccc2-c2ccccc2)CCS(=O)(=O)C1 (stereo unspecified)
54	i	i	-1.1	CCOc1ccc(N(CC(=O)NC2CCCC2)C(=O)CCCC(=O)Nc2ccccn2)cc1
55	i	i	-0.18	O=C(Nc1ccc2c(c1)nc1n2CCOC1)C1CCCCC1
56	i	i	1.2	CCOC(=O)N1CCN(C(=O)CCC(=O)c2ccc(OCC)cc2)CC1

Additional compounds follow:
item	KCNQ2 inh	CHT inh	Kir21 block	SMILES
57	i	i	1.4	CC(C)CNc1nc(N)c([N+](=O)[O-])c(NCC2CCCO2)n1 (stereo unspecified)
58	i	i	-0.41	CCN(CC)C(=O)COc1ccc(C=O)cc1OC
59	i	i	0.15	CC1CN(C(=O)c2cnn3c(C(F)F)cc(-c4ccccc4)nc23)CC(C)O1 (stereo unspecified)
60	i	i	1.1	COc1ccccc1NC(=S)N1CCc2cc(OC)c(OC)cc2C1
61	i	i	-1.5	CCN(CC)S(=O)(=O)c1ccc(NC(=O)c2ccccn2)cc1
62	i	i	-1.3	CC(C)(C)NC(=O)C1Cc2ccccc2CN1S(=O)(=O)c1ccc(F)cc1 (stereo unspecified)
63	i	i	0.02	CCC(=O)c1cc2c(cc1NC(=O)c1ccccc1)OCCO2
64	i	-6.4*	-0.95	COc1ccc(C(=O)Nc2nc3nccc(-c4ccccc4)n3n2)cc1
65	i	i	1.8	CCOC(=O)C1CCN(C(=O)CCS(=O)(=O)c2ccc3c(c2)n(C)c(=O)c(=O)n3C)CC1
66	i	i	0.25	CCCC(=O)Nc1ccc2c(c1)nc(CCN1CCCCC1)n2C
67	i	i	0.06	CN1CCN(S(=O)(=O)c2cnccc2N2CCN(c3cccc(Cl)c3)CC2)CC1
68	i	i	-0.53	CC(=O)c1cccc(NC(=O)CSc2ncc(C(=O)Nc3ccccc3)c(=O)n2C)c1
69	i	i	-0.07	COc1ccc(/C=C/C(=O)NCCn2c(C)cc3ccccc32)cc1OC
70	i	i	2.2	Cc1ccsc1/C=N/n1cnc2sc(C)c(C)c2c1=O
71	i	i	0.5	Cc1ccc(N(CC(=O)NC(C)(C)C)C(=O)CS(=O)CC(=O)Nc2ccc3c(c2)OCO3)cc1 (stereo unspecified)
72	i	i	-1.9	COc1ccc(C(=O)N2CC(=O)Nc3ccccc32)cc1S(=O)(=O)N1CCOCC1
73	i	i	-1.9	CC1CN(c2nc3c(c(=O)n(C)c(=O)n3C)n2Cc2c(Cl)cccc2Cl)CC(C)O1 (stereo unspecified)
74	i	i	-2.4	CC(C)CCN1CCN(Cc2nc(-c3ccccc3)cs2)CC1CCO (stereo unspecified)
75	i	i	1.5	O=C(Nc1nccs1)C1CCCN1S(=O)(=O)c1ccc(Cl)cc1 (stereo unspecified)
76	i	i	-0.88	Cc1cnc(C(=O)OCC(=O)NCCCc2ccccc2)cn1
77	i	i	0.04	COc1ccc(-n2nc3c(c2NC(=O)c2ccco2)CS(=O)(=O)C3)cc1
78	i	i	0.46	O=S(=O)(NCCc1ccccn1)c1ccc(-c2ccccn2)s1
79	i	i	-1.2	COc1ccc(CCNC(=O)C(=O)NCC2OCCN2S(=O)(=O)c2cc(F)ccc2F)cc1OC (stereo unspecified)
80	i	i	-1.9	Cc1ccc(C(CCN)c2ccco2)cc1 (stereo unspecified)
81	i	i	-3.1	C/C(=N\NC(=O)Cc1ccc(Br)cc1)c1cccnc1
82	i	i	-1.4	Cc1cc(S(=O)(=O)N2CCOCC2)ccc1OCC(=O)N1CCOCC1
83	i	i	-2.9	CCn1c(SCC(=O)c2ccc(O)c(O)c2)nnc1-c1ccccc1OC
84	i	i	1.4	CC(C)CCn1c(SCC#N)nc2c(sc3ccccc32)c1=O
85	i	i	0.02	O=C(CCCc1c[nH]c2ccccc12)N[C@@H](Cc1c[nH]c2ccccc12)C(=O)O
86	i	i	0.56	COc1cccc2cc(C(=O)c3ccccc3)oc12
87	i	i	-0.52	CCCCn1c(=O)c(-[n+]2ccccc2)c([O-])c2ccccc21
88	i	.	0.84	Cc1c(S(=O)(=O)c2ccccn2)c(N)n(Cc2cccc(Cl)c2)c1C
89	i	i	0.05	COC(=O)C(NNc1ccccc1)(NC(=O)c1cccc(F)c1)C(F)(F)F (stereo unspecified)
90	i	i	-1.8	CCOC(=O)C1C(=O)C=C(c2ccc(NS(C)(=O)=O)cc2)CC1c1ccco1 (stereo unspecified)
91	i	i	-0.03	CCCc1cc(=O)[nH]c(N2CCN(Cc3ccc4c(c3)OCO4)CC2)n1
92	i	i	0.07	C=CCNC(=O)/C(C#N)=C/c1c(C)nn(-c2ccc(Cl)cc2)c1Cl
93	i	i	-0.02	O=C(O)C(Cc1c[nH]c2ccccc12)NS(=O)(=O)c1cccc2nsnc12 (stereo unspecified)
94	i	.	0.55	O=C(O)c1ccc(N/N=C/c2ccc(-c3ccccc3)cc2)cc1
95	i	i	0.99	O=c1c2cccnc2n(-c2ccccc2)n1Cc1c(Cl)cccc1Cl
96	i	i	-0.24	O=C(CSc1ccccn1)Nc1ccc(NC(=O)CSc2ccccn2)cc1
97	i	i	-0.7	CCCc1cc(C(=O)Cc2ccccn2)c(O)cc1O
98	i	i	0.64	O=C(Nc1ccc2nc3n(c(=O)c2c1)CCCC3)c1cccnc1Cl
99	i	i	-2.2	COc1ccc(OC)c(-c2nc(C(=O)NCCCN3CCOCC3)cc3c2[nH]c2ccccc23)c1
100	i	i	-0.54	Cc1ccc(Sc2cnc(N)nc2C)cc1
101	i	i	1.1	CN(C)c1nc(N/N=C\c2ccc(Cl)c([N+](=O)[O-])c2)nc(Nc2ccc(F)cc2)n1
102	i	i	0.02	Nc1nc2c(nc(SCc3ccccc3Br)n2C2OC(CO)C(O)C2O)c(=O)[nH]1 (stereo unspecified)
103	i	i	-0.27	Cc1ccc2nc(NC(=O)c3ccccn3)sc2c1
104	i	i	-0.06	O=C(c1ccc(-n2cncn2)c([N+](=O)[O-])c1)N1CCN(S(=O)(=O)c2ccccc2F)CC1
105	i	i	-0.07	O=C(NC1CCCCC1)C1CCN(S(=O)(=O)c2cccc3cccnc23)CC1
106	i	i	0	CCCNC(=S)Nc1ccc(S(N)(=O)=O)cc1
